Screening results from PubChem.
Peg3 prom inh: reduces Peg3 promoter-driven luciferase expression in HeLa. HeLa PEG-Prom luciferase reporter, luminescence, overnight. inhibition, % at 20 µM. 360,000 tested, 1.7% active. AID 588405;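 active = inhibition of at least 50% at 20 µM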
CF NFkB block: cystic fibrosis NF-kB activation inhibition | KKLEB NF-kB-GFP reporter, PAF-induced, GFP fluorescence overnight | inhibition, % at 5 µM | 360,000 tested, 0.86% active;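 active = at least 50% inhibition at 5 µM, scaled per plate between neutral and stimulator controls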;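 note: PAF is a Pseudomonas aeruginosa culture filtrate used as stimulus; plate controls were PAF-stimulated DMSO wells for no effect and unstimulated DMSO wells for full effect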
Vif inh: inhibitors of HIV Vif | HEK293T cells, Vif self-association by quenched fluorescence, imaging, 24 h | inhibition, % at 7.49 µM | 340,000 tested, 0.35% active; in the data active = inhibition above about 50%, passing the limit was not always enough; note: some results filed as inactive read as strong as hits
KKLEB tox: counter-screen for CF NF-kB inhibitors: cytotoxicity. KKLEB CF airway cells viability, ATPlite luminescence, overnight; stronger effect = lower value; cells stimulated with P. aeruginosa culture filtrate. activity change (cytotoxicity), % at 5 µM. 360,000 tested, 0.36% active. AID 602141;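 active = corrected activity change at or below -50% at 5 µM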
NR2E3 ag-1: agonists of human nuclear receptor NR2E3; Q9Y5X4; GST-NR2E3/biotin-RetCOR TR-FRET, 1536-well; inhibition of corepressor binding, % at 4.78 µM; 320,000 tested, 0.12% active; AID 2300;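 active = percent inhibition above the cutoff of mean plus 3 SD of all tested compounds, set per screening campaign, cut at about 20% in these data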;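 note: 0% = DMSO wells and 100% = biotin wells as full block of FRET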
Target sequence (Q9Y5X4 whole entry, looked up): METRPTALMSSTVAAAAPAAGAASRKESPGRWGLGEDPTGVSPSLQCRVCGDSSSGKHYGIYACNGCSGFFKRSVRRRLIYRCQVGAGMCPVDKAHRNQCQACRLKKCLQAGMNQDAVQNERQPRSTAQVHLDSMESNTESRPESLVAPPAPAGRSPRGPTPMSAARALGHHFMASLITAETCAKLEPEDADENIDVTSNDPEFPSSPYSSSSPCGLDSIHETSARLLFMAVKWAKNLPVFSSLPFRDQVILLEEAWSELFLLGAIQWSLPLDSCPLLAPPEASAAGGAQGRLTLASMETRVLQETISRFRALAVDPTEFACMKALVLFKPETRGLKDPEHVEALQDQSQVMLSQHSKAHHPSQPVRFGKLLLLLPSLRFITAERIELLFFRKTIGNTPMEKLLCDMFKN
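Assay system: NR2E3–RetCOR corepressor complex. Quantity: 1.35 nM GST-NR2E3. Buffer or medium: pH 7.5 Tris-based buffer. Reagent: biotinylated RetCOR corepressor at 7 nM final. Schedule: 5 h at 4 °C. Detection: TR-FRET, emission read at 617 and 671 nm. Replicates: one well per compound, singlicate testing.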
NR2E3 ag-2: agonists of human NR2E3 nuclear receptor. Q9Y5X4. CHO-S Gal4-NCOR/VP16-NR2E3 two-hybrid, luciferase. inhibition of corepressor binding, % at 3.98 µM. 360,000 tested, 0.35% active. AID 602229;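 active = inhibition above the mean of all tested compounds plus 3 SD, cut at about 70% in these data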;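 note: 0% = DMSO with NR2E3 transfected cells and 100% = cells lacking NR2E3 construct; higher means lower luciferase signal from less NR2E3 corepressor binding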
Shn3 3UTR inh: Schnurri-3 reporter inhibition in Clone20 osteoblasts | inhibition, % at 12.5 µM | 360,000 tested, 0.52% active | AID 588674 | Clone20 osteoblast Shn3 3'UTR firefly luciferase, 24 h;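 active = mean inhibition of at least 75% with every replicate also reaching 75%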;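 note: 0% = median of neutral control wells and 100% = pilot-screen positive control compound; some compounds past the cut are filed as inactive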
MITF TRPM1 inh: reduces MITF-dependent TRPM1 promoter luciferase signal | inhibition, % at 12.5 µM | 330,000 tested, 0.83% active | SK-MEL-5 TRPM1 promoter luciferase, 24 h;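 active = mean inhibition across replicates of 60% or more, whatever share of single replicates reaches that level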; note: values of inactives mirror those of a sister screen read the other way
PDI turbidity: blocks human protein disulfide isomerase activity; P07237; PDI insulin aggregation turbidity, A650, 90 min; inhibition, % at 10 µM; 350,000 tested, 0.052% active; AID 588391;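 active = mean inhibition across replicates of 30% or more, whatever share of single replicates reach that level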;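 note: absorbance from insulin aggregation driven by PDI reduction with DTT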
Target sequence (P07237 whole entry, looked up): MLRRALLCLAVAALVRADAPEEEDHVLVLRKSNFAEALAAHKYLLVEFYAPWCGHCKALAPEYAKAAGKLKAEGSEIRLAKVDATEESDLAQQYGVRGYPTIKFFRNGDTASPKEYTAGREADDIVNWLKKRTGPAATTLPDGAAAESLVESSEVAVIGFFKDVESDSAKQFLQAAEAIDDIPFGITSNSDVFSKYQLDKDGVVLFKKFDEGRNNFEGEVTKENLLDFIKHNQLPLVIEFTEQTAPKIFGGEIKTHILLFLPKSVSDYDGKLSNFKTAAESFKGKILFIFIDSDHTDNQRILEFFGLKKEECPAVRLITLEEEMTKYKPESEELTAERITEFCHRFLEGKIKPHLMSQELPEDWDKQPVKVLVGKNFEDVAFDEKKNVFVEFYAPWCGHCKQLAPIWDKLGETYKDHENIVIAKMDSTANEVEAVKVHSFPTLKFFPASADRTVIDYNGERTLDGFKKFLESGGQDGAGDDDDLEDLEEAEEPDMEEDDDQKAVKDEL
CaV13 ICDI inh: Primary screen for inhibitors of IQ motif and Ca2+-dependent inactivation inhibitor domain binding in CACNA1D, Förster resonance energy transfer in living cells, … | 340,000 tested, 0.098% active | AID 743397 | inhibition, % at 12.3 µM | HEK cells, CFP/YFP FRET ICDI-IQ, plate reader, 10 min; percent FRET-ratio fall versus neutral wells;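 active = mean replicate inhibition of at least 30% and at least 1% of replicates passing that level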;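 note: 0% = median of the neutral control wells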
HIF-2a inh: HIF-2a inhibition; 786-0 RCC cells HIF-2a reporter, luciferase luminescence, overnight; inhibition, % at 18.8 µM; 360,000 tested, 0.72% active; AID 624352;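 active = inhibition of the luminescence signal of 40% or more relative to plate controls, in a single-dose primary screen at 18.75 µM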
Starred values were filed as active, the others as inactive; · = no result given; & = joins results of further samples.

SMILES	Peg3 prom inh	CF NFkB block	Vif inh	KKLEB tox	NR2E3 ag-1	NR2E3 ag-2	Shn3 3UTR inh	MITF TRPM1 inh	PDI turbidity	CaV13 ICDI inh	HIF-2a inh
CC(C)NC(=O)c1cnc(Sc2ncc(C(F)(F)F)cc2Cl)n1C	9	12	-6	-5	0	32	0	1	2	·	16
COc1ccc(C(=O)COC(=O)c2ccc3c(c2)NC(=O)CS3)c(OC)c1	-12	-1	40	2	-2	6	1	7	8	-6	-24
O=C(CN1C(=O)c2ccccc2S1(=O)=O)NC1CCCC1	2	10	-5	-11	-1	-5	-20	-1	9	-8	-20
CC(C)CC(NC(=O)CNC(=O)C1O[C@@H]2OC(C)(C)O[C@@H]2[C@H]2OC(C)(C)O[C@@H]12)C(=O)O (stereo partly specified)	12	11	1	6	-1	-7	11	5	-3	-3	11
COc1ccccc1NC(=O)CSc1nnc(C2CCCCC2)n1N	2	10	-6	-1	4	21	-1	4	0	-6	12
CCCC(=O)Nc1nc2c(C)c(Cl)ccc2s1	-49	-10	-13	-8	0	-16	-10	0	0	-1	-64
O=C(Nc1ccn(CCOC(=O)c2ccccc2)c(=O)n1)c1ccccc1	-36	-8	0	14	·	1	22	·	·	-6	-3
CCN(CCCNC(=O)CCn1c(=S)[nH]c2cc3c(cc2c1=O)OCO3)c1cccc(C)c1	25	15	11	-25	3	13	30	12	0	-3	6
CCn1cc(-c2cc(C(=O)O)c3ccccc3n2)cn1	-3	-20	-2	-10	-2	-15	5	-13	-1	0	18
O=C(/C=C/c1cccc(Br)c1)N1CCN(c2cccc(C(F)(F)F)c2)CC1	2	-2	0	-10	0	-12	7	-8	3	-4	20
Cn1ccnc1-c1ccc(-c2nccn2C)cc1	15	-7	3	11	-2	-16	-13	-7	-7	-5	6
Cc1ccc(CNC(=O)C2CCC(CNc3c(N4CCC(C)CC4)c(=O)c3=O)CC2)cc1 (stereo unspecified)	19	2	4	-5	1	16	3	-4	-3	-2	18
CCC(CC)NC(=O)Nc1ccc(F)c(Cl)c1	3	-14	-3	18	3	17	4	-18	-4	-5	10
CCCOc1ccc(C2C(=O)N(C3CCCCC3)CC(=O)N2C2CC2)cc1OC (stereo unspecified)	12	4	-2	-1	0	-35	2	-8	-2	-8	11
O=C(Nc1cccc(S(=O)(=O)C(F)F)c1)c1ccc(S(=O)(=O)N2CCCCC2)cc1	32	-5	-9	-10	2	-3	11	13	3	8	24
COc1cc(S(=O)(=O)N2CCN(Cc3ccc4c(c3)OCO4)CC2)c(C)cc1C	4	17	-6	-18	0	-9	10	·	·	-11	1
CC/S(C)=N/S(=O)(=O)c1ccc(C)cc1 (stereo unspecified)	12	-10	0	9	0	5	-1	9	9	-4	8
O=C(N/N=C/c1cc(Br)ccc1O)c1ccncc1	31	21	-5	-10	1	5	81	76*	0	-3	-1
O=C(CN1C(=O)COc2ccccc21)N1CCCC1	-5	0	-3	-1	-1	-10	1	0	4	-20	13
CC1(C)SC(=S)N(NC(=O)Nc2cccc3ccccc23)C1N(O)C(=O)Nc1ccccc1 (stereo unspecified)	34	-3	1	3	-3	2	2	-2	3	19	-19
O=C(NNC(=S)NC(=O)c1ccccc1[N+](=O)[O-])c1ccccc1[N+](=O)[O-]	17	-2	11	-6	1	-13	6	-7	4	-7	-1
Cc1cccc(NS(=O)(=O)c2ccc3c(c2)CCC(=O)N3)c1	7&21	-10&5	7	-1&5	1	13&-28	4&25	3	-5&0	-8&-3	8&13
CCOc1ccc2nc(COC(=O)c3cccs3)c(C(=O)c3ccccc3)[n+]([O-])c2c1	-42	14	4	1	3	-9	-10	-14	-3	-3	-54
O=C(NC1CCN(C(=O)Nc2cccc(Cl)c2)CC1)c1ccco1	-7	-2	5	12	4	-48	-3	8	-12	-3	21
Cc1ccc(NC(=S)N(CCN(C)C)Cc2cccs2)cc1C	17	-8	-9	-2	0	-16	15	-7	-1	-2	17
CCCN(Cc1nnc(-c2cccs2)o1)C(=O)CN1C(=O)NC2(CCCCC2)C1=O	-3	-24	-18	7	·	-7	1	-12	-7	-5	10
COc1ccc(NC(=O)CS(=O)(=O)c2cn(CC(=O)N3CCCC3)c3ccccc23)c(OC)c1	19	-12	·	8	1	1	-9	0	3	-11	18
Clc1ccc2nc(-c3ccccc3)cn2c1	-113	-18	-1	-12	-3	-118	0	4	-17	-4	-47
COc1ccc(C(=O)C2CCCN(C(=O)COc3ccc(C(C)=O)cc3)C2)cc1F (stereo unspecified)	7	-15	3	-5	-4	3	18	7	-2	-6	4
CC1CCN(c2c(NCC3CCC(C(=O)NCCC4=CCCCC4)CC3)c(=O)c2=O)CC1 (stereo unspecified)	26	18	0	-6	-2	9	-17	9	5	-5	15
O=C(Nc1ccccc1)Nc1nc(-c2ccc(F)cc2)cs1	-57	-39	-9	4	2	-6	-17	-13	2	-6	-115
O=C1CCN(CCc2ccccc2)CCN1CCSc1ccc(Br)cc1	9	-13	-4	-4	2	-1	14	-14	1	-4	-5
Cc1ccc(F)cc1NC(=O)CN1CCN(c2ccccn2)CC1	12	-10	9	7	5	-10	21	2	-1	-19	19
CCOC(=O)N1CCN(C(=O)CN(c2ccc3c(c2)OCO3)S(C)(=O)=O)CC1	22	6	4	3	-1	9	0	3	0	·	0
Cc1ccn2c(=O)nc(SCC(=O)NCc3ccccc3)nc2c1	6	-7	5	-6	2	-18	13	0	9	-6	8
Cc1ccc(NC(=O)c2cccc(NC3=NC4CS(=O)(=O)CC4S3)c2)cc1C (stereo unspecified)	-6	-6	·	-7	1	-21	8	-9	·	-5	-1
CCc1ccc(CNCc2ccc(OCC(O)CN(C)Cc3ccccc3)cc2)nc1 (stereo unspecified)	10	6	-5	-2	0	24	86*	6	0	-2	0
Nc1ccn(C2OC(CO)C(O)C2O)c(=O)n1 (stereo unspecified)	40	-39	21	11	·	-7	67	·	·	·	9
O=C1c2ccccc2C(=O)N1CCCc1nc2ccccc2c(=O)n1CCCn1ccnc1	17	10	-17	-16	1	-9	16	-16	-2	-5	0
C=CCN1C(=O)/C(=c2\sc3nc(=O)c(Cc4ccc(OC)c(OC)c4)nn3c2=O)c2ccccc21	16	6	-4	3	-1	-1	·	·	3	-19	22
O=C(c1cc(COc2c(F)cccc2F)on1)N1CCC(c2ccncc2)CC1	6	16	-5	-12	2	62	83	16	8	5	-14
CCCCn1c(N)c(N(CCOC)C(=O)c2cc3ccccc3cc2OC)c(=O)[nH]c1=O	-7	11	-3	4	-2	-29	-12	6	-2	-5	10
CCn1c(Cc2ccccc2)nnc1SCC(=O)Nc1ccccc1	15	15	-3	-2	0	16	4	9	0	-4	-4
O=C(CCCN1C(=O)NC2(CCCC2)C1=O)N1CCN(S(=O)(=O)c2ccccc2)CC1	7	-1	11	-10	1	-17	3	-5	4	-6	10
COc1ccc(/C=N/O)cc1COc1ccc(NC(C)=O)cc1	0	-9	-1	15	-2	0	-6	-2	1	·	7

Arranged by the number under Vif inh (low to high): three from the list above.
smiles	Peg3 prom inh	CF NFkB block	Vif inh	NR2E3 ag-1	NR2E3 ag-2	Shn3 3UTR inh	MITF TRPM1 inh	PDI turbidity	CaV13 ICDI inh	HIF-2a inh
C=CCN1C(=O)/C(=c2\sc3nc(=O)c(Cc4ccc(OC)c(OC)c4)nn3c2=O)c2ccccc21	16	6	-4	-1	-1	·	·	3	-19	22
CCn1c(Cc2ccccc2)nnc1SCC(=O)Nc1ccccc1	15	15	-3	0	16	4	9	0	-4	-4
Cc1ccn2c(=O)nc(SCC(=O)NCc3ccccc3)nc2c1	6	-7	5	2	-18	13	0	9	-6	8

The results go on.
SMILES	Peg3 prom inh	CF NFkB block	Vif inh	KKLEB tox	NR2E3 ag-1	NR2E3 ag-2	Shn3 3UTR inh	MITF TRPM1 inh	PDI turbidity	CaV13 ICDI inh	HIF-2a inh
Cc1ccccc1OCc1nnc2n1CC(C)S2 (stereo unspecified)	9	-7	16	-3	0	-16	-11	-9	·	-1	6
CCOC(=O)COc1c(OC)cc(Cl)cc1C1Nc2ccccc2C(=O)N1c1ccc(F)cc1 (stereo unspecified)	-24	1	·	-11	4	-18	-22	-36	-4	·	-65
C/C(CCc1ccco1)=N\NC(=O)CNc1c(Br)cc(Br)cc1Br	22	-6	1	-3	0	-17	6	5	9	-2	22
Cc1[nH]c2ccccc2c1SCC(=O)N1CCC(C)CC1	-2	-11	11	-6	0	9	-1	-8	3	-20	5
C[n+]1ccccc1/C=C/c1ccc([N+](=O)[O-])cc1	31	-10	-11	-8	-5	-6	-2	-3	-12	-5	14
O=C1/C(=C/c2c[nH]c3ccccc23)CCC/C1=C\c1c[nH]c2ccccc12	-42	-5	11	20	4	-22	-15	-6	-2	-7	-82
CCOC(=O)/C(=C\c1cccnc1)C(=O)c1cc(C(C)=O)c(Nc2ccccc2)s1	119*	95*	-9	3	4	-11	98*	98*	5	·	96*
Cc1c(NC(=O)COC(=O)C2CC3C=CC2C3)c(=O)n(-c2ccccc2)n1C (stereo unspecified)	20	8	14	-4	-3	-9	-10	-2	2	·	22
CCSc1nnc(NC(=O)c2cccc3ccccc23)s1	-20	6	0	3	-1	-2	-2	5	-13	-5	-50
COc1cccc(Oc2nc(-c3ccncc3)nc3ccccc23)c1	13	17	-5	-5	3	11	7	·	-9	0	13
Cc1cccc(N(C(=O)C(F)(F)F)C(C(=O)NC2CCCCC2)c2cccs2)c1 (stereo unspecified)	9	-8	18	8	6	10	-7	-3	3	·	-11
CC(C)n1c(NCc2ccccc2O)nc2ccccc21	-5	-10	-1	-2	-1	-7	15	-6	16	-2	-2
CCc1ccccc1N(CC(=O)NCC1CCCO1)C(=O)CCC(=O)Nc1cc(C)on1 (stereo unspecified)	6	-12	6	11	0	-36	4	-9	6	-3	5
O=C(O)c1cccc(NS(=O)(=O)c2ccc(C3CCCCC3)cc2)c1	-80	-4	-12	12	6	-26	1	3	-2	·	-40
O=C(N/N=C/c1c[nH]c2ccccc12)c1cccc(O)c1	-87	-13	-5	4	2	-17	-28	-35	2	-4	-54
CC(C)CNC(=O)CN1C(=O)NC2(CCc3ccccc32)C1=O (stereo unspecified)	4	8	16	1	1	14	15	1	2	-4	-13
O=C(CN1C(=O)NC2(CCCCCC2)C1=O)c1ccc(F)cc1	-41	14	-4	-5	2	-47	-4	-20	2	-5	-32
Nn1c(SCC(=O)NC(=O)Nc2ccc3c(c2)OCCO3)nnc1C1CC1	-29	9	20	1	1	-3	-1	-11	0	-5	-44
COc1cccc(NC(=O)C(=S)NC2CCCCC2)c1	-377	12	3	0	0	-193	-18	-79	-7	-2	-226
O=C(NCc1ccoc1)c1ccc(NC(=O)c2ccccc2Cl)cc1	-13	16	·	-1	-3	-12	5	-9	-7	·	-39
O=C(NC1CCCCC1)C(Cc1ccccc1)N1C(=O)C2C3CCC(C3)C2C1=O (stereo unspecified)	8	0	2	-16	3	1	1	-1	-2	·	17
